HBB splice mod = alters splicing of the hemoglobin beta chain; HBB splicing reporter cell assay, activation; EGFP reporter with mutant IVS2-654 intron; response scale: normalised to 500 nM splice-correcting PNA; Potency, µM (series often up to 46.1 µM), for the others: at the highest dose activation, most hits filed as activators; actives 0.06% (n = 65,000); further: potency means the concentration at half of the fitted maximal effect; 0% is about no effect
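HeLa cells stably expressing EGFP interrupted by mutant beta-globin intron 2 (IVS2-654), 500/well in 2% FCS. Treated with compound for 2 days at 37C. Splicing correction scored as total well GFP intensity (488 nm excitation, 500-520 nm emission); 500 nM antisense PNA served as control.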
Epigenetic mod = epigenetic GFP locus derepression in mouse cells. Potency, µM (series often up to 46.1 µM), inactives show at the highest dose GFP derepression (activation). mouse C127i GFP locus derepression, cytometry, 30 h. actives 0.09% (n = 68,000); further: % of control where 0% means no effect
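Derepression screen: silenced CMV-GFP reporter in murine C127i cells, 30 h compound incubation at 37 C, washed cells imaged by laser-scanning cytometer to enumerate GFP-expressing objects of 20 to 120 um.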
DNA Pol III inh = inhibitors of bacterial DNA polymerase III holoenzyme; actives 0.25% (n = 71,000); AID 603; Potency, µM (titrated, usually from 57.1 µM), without a hit: top-dose activity change, negative = inhibition; reconstituted DNA polymerase III holoenzyme replication, biochemical; further: potency means the concentration at half of the fitted maximal effect; on the % scale 0 is the no-effect control and ±100 the full control effect
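Reconstituted *E. coli* holoenzyme (0.35 nM Pol III, 1 nM beta, 154 nM SSB, 2 nM primase) was preincubated with compound for 15 min at RT. Synthesis on 1.4 nM ssM13Gori ran 35 min, then was stopped with PicoGreen/EDTA and read as dsDNA fluorescence.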
ERK AVP inh = vasopressin-driven ERK pathway inhibition; HEK293-V1b, vasopressin-stimulated pERK AlphaScreen; Potency, µM (highest dose often 57.5 µM), for the others: top-dose activity, negative = inhibition, actives largely listed as inhibitors; actives 0.99% (n = 72,000); further: potency means the concentration at half of the fitted maximal effect; on the % scale 0 is the no-effect control and ±100 the full control effect; nearly all actives have a fitted effect of over 55% in size
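qHTS, compounds titrated on V1b-expressing HEK293 cells. Preincubation 30 min at 37C, vasopressin 25 nM for 5 min, lysis 10 min, bead incubation 5 hr at room temperature.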
Luciferase inh = inhibitors of firefly luciferase; purified firefly luciferase, luminescence, 8 min; P08659; actives 2.2% (n = 72,000); Potency, µM (doses to about 57.1 µM), without a hit: at the highest dose activity change, negative = inhibition, hits mostly inhibitors; further: potency means the concentration at half of the fitted maximal effect; on the % scale 0 is the no-effect control and ±100 the full control effect; nearly all actives have a fitted effect of over 40% in size
Target sequence (P08659 whole entry, looked up): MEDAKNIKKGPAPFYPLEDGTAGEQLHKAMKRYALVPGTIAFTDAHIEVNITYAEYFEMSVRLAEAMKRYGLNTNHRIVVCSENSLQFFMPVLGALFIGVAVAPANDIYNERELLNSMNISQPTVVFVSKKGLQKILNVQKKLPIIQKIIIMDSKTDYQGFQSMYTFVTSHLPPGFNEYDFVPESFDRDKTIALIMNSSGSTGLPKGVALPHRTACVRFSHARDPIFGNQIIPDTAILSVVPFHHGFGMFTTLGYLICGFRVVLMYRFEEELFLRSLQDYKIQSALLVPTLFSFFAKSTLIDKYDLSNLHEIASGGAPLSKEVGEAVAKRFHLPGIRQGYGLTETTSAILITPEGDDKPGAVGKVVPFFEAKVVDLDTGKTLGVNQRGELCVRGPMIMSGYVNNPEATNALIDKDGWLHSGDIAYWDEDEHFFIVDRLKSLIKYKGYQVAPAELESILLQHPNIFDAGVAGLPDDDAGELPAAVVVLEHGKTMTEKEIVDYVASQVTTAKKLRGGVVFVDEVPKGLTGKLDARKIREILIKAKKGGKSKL
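Firefly luciferase (PKLight detection mix) with 10 uM ATP in pH 7.2 imidazole buffer (KCl, MgCl2, Tween 20, BSA). Compounds tested across a concentration series (qHTS). Luminescence read after 8 min at ambient temperature.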
Hsp90 Hop PPI = changes Hsp90-Hop TPR2A binding signal, up or down; Potency, µM (top dose mostly 57 µM), for the others: at the highest dose activity change, negative = inhibition; AID 595; actives 0.44% (n = 71,000); AlphaScreen TPR2A-His6 binding biotin-Hsp90 C-terminal peptide; active means well fitted curve in either direction with a large enough effect; inconclusive means small, poorly fitted or top-dose-only effect, or another doubt; further: potency means the concentration at half of the fitted maximal effect; on the % scale 0 is the no-effect control and ±100 the full control effect; many of its hits are not listed in these tables
Tau filament bind = tau filament binding | recombinant tau filaments, thioflavin S fluorescence, 15 h; filaments grown with octadecylsulfate alongside compound | Potency, µM (titrated, usually from 57.1 µM), for the others: at the top dose activity change, negative = inhibition | actives 2% (n = 71,000);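 further: potency means the concentration at half of the fitted maximal effect; on the % scale 0 is the no-effect control and ±100 the full control effect; actives lower thioflavin S fluorescence by blocking filaments or displacing dye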
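Thioflavine S fluorescence (ex 450, em 510 nm) reports filaments formed from 1 uM human tau plus 30 uM ODS over 15 h at 37 C (10 mM HEPES pH 7.4, 100 mM NaCl, 5 mM DTT); compounds displacing dye or blocking filaments lower signal.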
15-hLO inh = inhibitors of human 15-lipoxygenase (ALOX15) | P16050 | AID 887 | purified 15hLO-1, xylenol orange hydroperoxide absorbance | Potency, µM (doses to about 57.1 µM), for inactives: top-dose activity change, negative = inhibition, hits mostly inhibitors | actives 1.4% (n = 74,000); further: potency means the concentration at half of the fitted maximal effect; on the % scale 0 is the no-effect control and ±100 the full control effect; nearly all actives have a fitted effect of over 55% in size
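Inhibition is scored from a chromogenic endpoint. After 15 min enzyme-compound contact, arachidonic acid (50 uM final) reacts 6 min with 40 nM 15hLO-1 at room temperature, then Fe-XO reagent is added for 30 min and absorbance ratio recorded.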
HADH2 inh = inhibitors of human HADH2 dehydrogenase; recombinant HADH2, NADH fluorescence, beta-hydroxybutyryl-CoA; Q99714; actives 3.4% (n = 73,000); Potency, µM (doses to about 57.1 µM), without a hit: at the top dose activity change, negative = inhibition, actives largely listed as inhibitors; further: potency means the concentration at half of the fitted maximal effect; on the % scale 0 is the no-effect control and ±100 the full control effect; nearly all actives have a fitted effect of over 60% in size; many of its hits are not listed in these tables
Target sequence (Q99714 whole entry, looked up, one chain of several): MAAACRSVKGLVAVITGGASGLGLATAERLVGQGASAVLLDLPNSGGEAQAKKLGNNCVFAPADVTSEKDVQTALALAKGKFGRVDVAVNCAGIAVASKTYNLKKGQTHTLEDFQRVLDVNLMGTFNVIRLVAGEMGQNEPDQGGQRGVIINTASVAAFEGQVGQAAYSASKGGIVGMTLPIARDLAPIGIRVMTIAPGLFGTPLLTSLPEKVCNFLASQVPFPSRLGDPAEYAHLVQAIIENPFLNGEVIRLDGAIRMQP
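20 nM HADH2 + cpd, 15 min RT; add 1 mM NAD+/90 uM beta-hydroxybutyryl-CoA; kinetic fluorescence 360/450 nm, 4 min. Tris-HCl pH 9.0, 0.01% Tween-20.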
Ub-GFP proteasome = inhibits proteasome, raising ubiquitin-GFP reporter fluorescence; Ubiquitin-GFP reporter cells, proteasome inhibition, GFP fluorescence; response scale: untreated = 0%, 10 µM MG-132 = 100%; Potency, µM (highest dose often 45.9 µM), inactives show top-dose activation (GFP accumulation), usual class: activators; 67,000 tested, under 10 active; AID 526; active means well fitted activation curve with a large enough effect, not every such curve was filed as active; inconclusive means small, poorly fitted or top-dose-only effect, or another doubt; inactive means no such curve, though single readings can be large or run the other way; further: potency means the concentration at half of the fitted maximal effect
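U2OS Ub(G76V)-GFP reporter; O/N plating, 0.5% FBS; cpd 46 uM–2.9 nM, 4 h, 37 °C; GFP+ cell count, 488/515 nm; norm. to basal vs 10 uM MG-132; CRC fit.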
CRE Fsk mod = alters forskolin-stimulated CRE reporter signaling in CHO cells; actives 2.5% (n = 71,000); CHO CRE-bla reporter (cAMP response element driving beta-lactamase), forskolin EC10, beta-lactamase ratio; Potency, µM (doses to about 38.2 µM), for inactives: at the highest dose activity change, negative = inhibition, usual class: activators; active means well fitted activation curve with a large enough effect in the signal ratio, with a control signal flat, not every such curve was filed as active; inconclusive means small, poorly fitted or top-dose-only effect, or effect the other way, or a change in a side signal; the % refers to the signal ratio; further: potency means the concentration at half of the fitted maximal effect; % of control where 0% means no effect
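CRE-bla CHO cells stimulated with EC10 NKH 477 (water-soluble forskolin) and compound titrations, 3 h at 37C; beta-lactamase read with CCF4 after 2 h at room temperature. Activity from 460/530 nm emission ratio, AC50 values for positive or negative modulation.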
* = called active by the depositor; ? = inconclusive; . = no result given; [ ] = dose if it differs, or a comment. Unless noted, the call rests on the fitted dose curve; in most records, active means well fitted curve in the direction sought with a large enough effect; inconclusive means small, poorly fitted or top-dose-only effect, or another doubt; inactive means no such curve, though single readings can be large; an effect the other way counts as inactive or inconclusive. The list is partial (hit frequency here may not be typical).

SMILES | HBB splice mod | Epigenetic mod | DNA Pol III inh | ERK AVP inh | Luciferase inh | Hsp90 Hop PPI | Tau filament bind | 15-hLO inh | HADH2 inh | Ub-GFP proteasome | CRE Fsk mod
CCOC(=O)N1CCN(C(=O)CNS(=O)(=O)c2cccs2)CC1 | -0.6% | 4% | 0% | 17% | 0% | -3% | 4% | -4% | 4% | 0% | 1%
CCCn1c(NCc2cccs2)nc2ccccc21 | 1.1% | -2% | -2% | 0% | 0% | 0% | -13% | -4% | 2% | -11% | -2%
CCOc1ccc(N2CCCCn3c2nc2c3c(=O)[nH]c(=O)n2C)cc1 | . | -1% | -6% | 10% | 1% | -2% | 0% | 8% | 6% | 4% | -2%
COc1cccc(CNC(=O)Cn2cc3c(n2)CCCC3)c1 | -0.5% | -4% | -4% | -19% | 0% | 1% | -2% | 1% | 5% | -2% | -3%
Nc1nncn1C(=O)c1cc(Br)ccc1Cl | -0.7% | 2% | -2% | 1% | -1% | -3% | 8% | 1% | -12% | 1% | -10%
CC(C)C(=O)Nc1cc2c(cc1C(=O)c1ccccc1)OCCO2 | 4.7% | -2% | -8% | -16% | 1% | -6% | -2% | -6% | 0% | -1% | 8%
CN1CCN(c2ncc3nc(-c4ccc(Cl)cc4)c(=O)n(C)c3n2)CC1 | 5.4% | 6%[9.22 µM] | -12% | -1% | -6%[11.4 µM] | 2% | 3.2µM* | -3% | -17% | 8% | ?
Cc1cc(C)n(CC(=O)O)n1 | -4.6% | -2% | -5% | 11% | -1% | 0% | 0% | 3% | -8% | -1% | -6%
Cc1onc(-c2ccccc2Cl)c1C(=O)Nc1c(C)n(C)n(-c2ccccc2)c1=O | 0.8% | 0% | 3% | -3% | 1% | -7% | 0% | 6% | 5% | 4% | 1%
CCn1c(SCC(=O)Nc2ccc(S(=O)(=O)Nc3ccccn3)cc2)nnc1-c1ccncc1 | 0.6% | 0% | -6% | -5% | 1% | -4% | -1% | -1% | 1% | -1% | -2%
CCOC(=O)Cn1c(=O)oc2cc(S(=O)(=O)N3CCc4ccccc43)ccc21 | -0.1% | . | -6% | . | 1% | 5% | -5% | -2% | 13% | -9% | -8%
Cn1nnc2cc(C(=O)N3CCC(c4ccccc4)C3)ccc21 (centres undefined) | 0.9% | -3% | -2% | -5% | 1% | -1% | 6% | 8% | 17% | 0% | 6%
COc1cccc(OC)c1C(=O)Nc1ccc2c(c1)OCCO2 | -4.4% | -2% | 2% | 1% | -5% | -4% | 9% | 4% | -1% | 3% | 4%
COC(=O)C1=C(N)Oc2cc(C)n(CCCn3ccnc3)c(=O)c2C1c1ccc(Cl)cc1 (centres undefined) | 4.4% | 0% | -5% | -2% | 1% | -14% | 23% | 23% | 5% | 27% | 14%
CCN1CCC(C(=O)NC2CCCC2)(N(Cc2cccs2)C(=O)Cn2nnc3ccccc32)CC1 | . | -3% | 5% | 1% | 3% | -1% | -2% | 7% | 7% | 3% | -1%
COc1ccc(-c2noc(Cc3cccs3)n2)cc1 | -0.7% | 0% | 3% | -7% | -1% | -2% | 8% | -1% | 10% | 28% | 2%
COC(=O)c1sccc1NC(=O)c1ccc(Br)o1 | 1.3%[0.0738 µM] | -2% | -4%[11.4 µM] | -1% | 1% | 2%[11 µM] | 21%[11.4 µM] | -9%[11.4 µM] | ? | 0%[9.17 µM] | 4µM*
CC(=O)NCCNc1nc(-c2cccc(C#N)c2)nc2ccccc12 | -0.8% | 2%[9.22 µM] | -4% | -20% | 1%[2.29 µM] | -8% | 3% | 5% | 6% | -7% | 13µM*
CCCNS(=O)(=O)c1ccc(CCC(=O)NCc2ccco2)cc1 | 9.1% | 3% | -6% | 1% | 1% | -2% | 13% | 8% | -17% | -5% | -8%
Nc1nc2c(nc(Br)n2[C@@H]2O[C@H]3COP(=O)(O)O[C@H]3[C@@H]2O)c(=O)[nH]1 | . | -1% | 0% | 16% | -1% | -4% | ? | -13%[25.6 µM] | 11% | -4% | 1%
O=C(Nc1ccccc1C(=O)N1CCOCC1)c1cccc(S(=O)(=O)N2CCCC2)c1 | -3.0% | 0% | -3% | 0% | 2% | -7% | -5% | 7% | 4% | -10% | 14%
COC1Cc2ccccc2N(C(=O)N2CCN(CCO)CC2)c2ccccc21 (centres undefined) | -0.4%[1.84 µM] | 0% | -2% | 9% | 4% | -1% | 12% | 3% | 8% | 7% | ?
O=C(CN1C(=O)C2C3C=CC(C3)C2C1=O)Nc1nc(SCc2ccc(Cl)cc2)n[nH]1 (centres undefined) | 0.0%[57.5 µM] | 0% | -1% | 2% | 0% | -2% | -1% | 28% | 13% | -1% | 3%
Cc1nc(CCNC(=O)c2ccccc2)cs1 | -0.2% | -3% | 1% | -2% | -7% | -2% | 5% | 7% | -9% | -3% | -3%
COc1ccc(-c2ccnc(SCC(=O)N3CCOCC3)n2)cc1 | 0.2%[57.5 µM] | -1% | -7% | -19% | -2% | 1% | 1% | 8% | ? | -3% | 19%

Next compounds
SMILES | HBB splice mod | Epigenetic mod | DNA Pol III inh | ERK AVP inh | Luciferase inh | Hsp90 Hop PPI | Tau filament bind | 15-hLO inh | HADH2 inh | Ub-GFP proteasome | CRE Fsk mod
O=C(CN(C(=O)c1ccc2c(c1)OCCO2)c1ccccc1)NCC1CCCO1 (centres undefined) | . | -1% | -6% | 8% | 1% | 0% | -6% | 7% | -8% | 6% | 1%
O=C(CN1CCN(c2ccccn2)CC1)Nc1ccc(OCc2ccccc2)cc1 | 9.2%[0.369 µM] | 0% | 2% | ? | 3% | -8% | 23% | -12% | -4% | -3% | -10%
CC(=O)c1c(N2CCN(C(=O)C3CCCO3)CC2)nc(=S)n(-c2ccccc2)c1C (centres undefined) | 0.4% | 0% | -3% | -6% | -1% | -1% | 9% | 1% | 7% | -4% | -4%
Cc1ccc2cc3c(NC(=O)c4cccnc4)nn(C)c3nc2c1 | -0.1% | -2% | -2% | -4% | 4% | ? | 20% | -28% | -10% | -5% | -2%
O=C(NCc1ccccn1)c1cn(Cc2ccccc2)nn1 | . | 7% | -3% | -8% | -1% | 3% | -1% | 9% | 9% | 3% | -3%
C=C(C)c1ccc(C(C)(C)NC(=O)N2CCN(C)CC2)cc1 | 1.6%[57.5 µM] | 2% | -5% | 4% | 0% | -24% | 5% | -3% | 17% | 2% | 15%
Nc1nnc(SCC(=O)N2CCN(c3ccccc3)CC2)s1 | 0.0%[57.5 µM] | -1% | 4% | 0% | -3% | -2% | 1% | -6% | 3% | -1% | -14%
O=C(c1cccs1)N(CCO)Cc1cc2cc3c(cc2[nH]c1=O)OCCO3 | . | -3% | -1% | -13% | 1% | -3% | -1% | -6% | -25% | -6% | 12%
CN(C)S(=O)(=O)c1ccc2c(c1)c(=O)c(C(=O)N1CCN(c3ccccn3)CC1)cn2C | -0.5% | 0% | -2% | -14% | -2% | 3% | 3% | -10% | -20% | -3% | 5%
Cc1nc(NC(=O)CCC(=O)O)sc1C(=O)N(C)C | -0.8% | 0% | -6% | -18% | 1% | -13% | -14% | 7% | 4% | 3% | 4%
O=C(Nc1c(C(=O)N2CCCC2)cnn1-c1ccccc1)c1cccc(F)c1 | 0.2%[9.22 µM] | -2% | 1% | -20% | -4% | -2% | -5% | 3% | 8% | 12% | 1%
COc1ccc(S(=O)(=O)Cc2ccc(C(=O)NCc3ccc(F)cc3)o2)cc1 | -1.4% | . | 4% | 14% | 3% | -4%[2.3 µM] | 6% | -5% | -11% | -11% | -11%
CC(C)(C)C1CCc2nc(NC(=O)Cc3cn4ccsc4n3)sc2C1 (centres undefined) | -0.3%[57.5 µM] | 4% | 2% | 1% | -4% | -14% | 48% | 18% | -2% | -6% | ?

Limited to 15-hLO inh, for 2 of the compounds above:
mol,15-hLO inh
C=C(C)c1ccc(C(C)(C)NC(=O)N2CCN(C)CC2)cc1,-3%
Nc1nnc(SCC(=O)N2CCN(c3ccccc3)CC2)s1,-6%
